Source: PubChem BioAssay
AI-2 QS modul – modulates the Vibrio harveyi AI-2 quorum sensing system; 0.4% of 300,000 active; Vibrio harveyi JMH597 AI-2 luminescence/OD600 ratio, 9 h; hits give low values; strain lacks LuxN and CqsS sensors; 0 = neutral-control median; activity change, % at 7.5 µM; in the data active = activity change below about -75%, passing the limit was not always enough; inconclusive = no clear call, values can overlap the other calls;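 note: luminescence divided by OD600 gain over 9 h not by final OD600 alone; inactives centre near 13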
HSP90 refold inh – HSP90 refolding inhibition in rabbit reticulocyte lysate; luciferase refolding luminescence, 3 h; inhibition, % at 5.6 µM; 0.91% of 290,000 active;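 active = inhibition above the screen-wide mean plus 3 SD, computed separately per campaign, cut at about 16% in these data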;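 note: 0% = DMSO wells and 100% = 60 µM geldanamycin wells; inhibitors lower the luminescence because luciferase stays unfolded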
KLF5 inh – kruppel-like factor 5 inhibition | DLD-1 KLF5 promoter-luciferase reporter, luminescence | inhibition, % at 5 µM | 0.23% of 290,000 active | AID 1700;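 active = inhibition above a per-plate limit of that plate's mean compound inhibition plus 3 SD, cut at about 60% in these data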;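 note: 0% = DMSO wells and 100% = LY294002 at 200 µM; higher means less KLF5 promoter-driven luciferase light; inactives centre near -14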
aSyn UTR inh – MLPCN primary screen, SNCA 5' untranslated region. alpha-synuclein 5'UTR reporter, inhibitor activity. inhibition, % (tested at 7.5 µM). 0.82% of 300,000 active. AID 1813; in the data active = inhibition above about 60%; inconclusive = no clear call, values can overlap the other calls;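 note: H4 neuroglioblastoma cells stably carrying SNCA 5'UTR luciferase fusion; 0% = DMSO wells and 100% = positive control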
HIF act – HIF pathway transcriptional activation. activation, % at 7.5 µM (by protocol). AID 1910. 0.32% of 300,000 active. U2OS HRE-luciferase reporter, luminescence; normalized: DMSO 0%, desferrioxamine 100%;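 active = mean activation of at least 10% of the iron chelator positive control signal, with at least half of replicates also reaching 10%; inconclusive = mean and replicate majority disagree about reaching 10%; inactive = mean and most replicates under 10%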
IEC-6 tox – counter-screen for KLF5 inhibitors: cytotoxicity in IEC-6 cells; IEC-6 cytotoxicity, luminescence viability; AID 1825; 0.78% of 290,000 active; inhibition, % at 5 µM; in the data active = inhibition above about 22%;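 note: 0% = plate median of test compound wells and 100% = cytotoxic reference compound wells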
HSF1 inh – HSF1 inhibition; 0.77% of 300,000 active; activity change, negative = inhibition, % at 7.5 µM (by protocol); NIH3T3-HGL HSE-luciferase, MG132-induced, luminescence 8 h; hits give low values; AID 2098;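 active = more than half of replicate wells show activity change below -50%, luminescence cut by over half; inconclusive = some wells, but at most half, below -50%; inactive = no replicate well below -50%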;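 note: luciferase reports HSF-1 transcriptional activity via heat shock element; 0% = median of DMSO wells and -100% = zero luminescence signal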
GSK3beta inhib – human GSK3beta kinase inhibition. P49841. GST-GSK3beta kinase, ADP-Glo luminescence, 60 min; hits give low values. activity score (negative = inhibition), % at 10 µM. 0.038% of 300,000 active;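 active = more than half of replicate wells score below -50%, meaning over 50% inhibition versus plate controls; inconclusive = some replicates but at most half score below -50%; inactive = no replicate scores below -50%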;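 note: 0% = median DMSO wells and -100% = median GW8510 positive control wells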
Target sequence (P49841 whole entry, looked up): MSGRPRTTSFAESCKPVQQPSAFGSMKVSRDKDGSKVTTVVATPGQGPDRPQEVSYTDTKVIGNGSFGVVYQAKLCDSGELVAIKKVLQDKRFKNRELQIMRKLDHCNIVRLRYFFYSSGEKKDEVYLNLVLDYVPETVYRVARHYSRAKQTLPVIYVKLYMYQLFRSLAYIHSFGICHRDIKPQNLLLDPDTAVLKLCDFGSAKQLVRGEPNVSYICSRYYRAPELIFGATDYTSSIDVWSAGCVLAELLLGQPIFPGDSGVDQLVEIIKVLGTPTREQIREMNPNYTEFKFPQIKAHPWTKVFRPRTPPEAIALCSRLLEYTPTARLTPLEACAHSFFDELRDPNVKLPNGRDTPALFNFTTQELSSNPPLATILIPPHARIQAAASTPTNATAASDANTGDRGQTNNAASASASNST
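Test system: GST-fused GSK3beta enzyme, cell-free | Quantity: 1.6 ng GST-GSK3beta enzyme per well | Reagent: 25 µM ATP with peptide substrate | Schedule: 60 min enzyme reaction, room temperature | Signal: Luminescent ADP-Glo measurement of ADP formed | Read-out basis: Score relative to plate controls | Control set: DMSO and 20 µM GW8510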
HSF1 activator – increases HSF-1 driven luciferase reporter signal | NIH3T3-HGL HSF-1 luciferase reporter, MG132, 8 h; 100% = twice DMSO control signal | AID 504408 | 1.7% of 300,000 active | activation, % at 9 µM;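 active = mean replicate activation of at least 50% with a set share of replicates each reaching 50%; inconclusive = only one of those two conditions met; inactive = mean below 50% and too few replicates reaching it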;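 note: 0% = median of the neutral control wells and 100% = twice that signal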
GSK3 alpha inh – blocks human GSK-3 alpha kinase. ADP-Glo luminescence, 60 min. 0.1% of 320,000 active. inhibition, % at 10 µM;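 in the data active = inhibition above about 50%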;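 note: GST-tagged GSK-3 alpha with peptide substrate and 25 µM ATP; 0% = DMSO neutral wells and 100% = GW8510 positive control wells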
Target sequence (P49840 whole entry, looked up): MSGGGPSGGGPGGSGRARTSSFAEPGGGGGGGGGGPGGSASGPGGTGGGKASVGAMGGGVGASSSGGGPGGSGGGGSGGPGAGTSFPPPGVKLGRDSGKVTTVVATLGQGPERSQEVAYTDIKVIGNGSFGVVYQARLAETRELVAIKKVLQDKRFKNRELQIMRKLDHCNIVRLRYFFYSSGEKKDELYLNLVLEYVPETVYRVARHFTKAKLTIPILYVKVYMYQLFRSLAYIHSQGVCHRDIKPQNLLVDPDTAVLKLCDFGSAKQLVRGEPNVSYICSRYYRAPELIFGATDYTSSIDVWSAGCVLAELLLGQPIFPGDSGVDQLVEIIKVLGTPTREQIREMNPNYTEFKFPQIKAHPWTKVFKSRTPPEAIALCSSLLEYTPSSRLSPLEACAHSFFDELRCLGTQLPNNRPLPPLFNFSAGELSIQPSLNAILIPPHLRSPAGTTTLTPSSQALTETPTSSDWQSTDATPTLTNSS
Numbers without * were called inactive; i = inactive; ? = inconclusive; nt = no result given.

SMILES	AI-2 QS modul	HSP90 refold inh	KLF5 inh	aSyn UTR inh	HIF act	IEC-6 tox	HSF1 inh	GSK3beta inhib	HSF1 activator	GSK3 alpha inh
COc1ccc(CSc2cccc3cccnc23)cc1[N+](=O)[O-]	1	0	-18	-38	0.8	0	10	5	16	1
Cc1ccc(SCc2cc(=O)n3[nH]c(C)nc3n2)cc1	25	0	-38	6	0.3	-1	0	3	-2	-6
N/C(CS(=O)(=O)c1ccc(F)cc1)=N\O	12	2	7	-1	-0.4	1	-9	2	-2	3
Cc1ccccc1N1CCN(S(=O)(=O)c2nnc(NC(=O)c3ccco3)s2)CC1	9	6	-18	-4	0.1	-2	2	10	-13	-4
Cc1ccc(OCCN2CCN(C(=O)CCC(=O)Nc3nnc(C)s3)CC2)cc1	nt	0	-16	nt	nt	-6	nt	nt	nt	2
CCN(CC)S(=O)(=O)c1ccc(O)c(C(=O)OCC(=O)N(C)Cc2ccccc2)c1	9	0	-17	-29	-0.3	6	-9	-3	-8	-4
O=C(NCc1ccccc1)C(c1ccc(O)cc1)N(C(=O)Cn1nnc(-c2cccs2)n1)c1ccc2c(c1)OCCO2 (stereo not drawn)	21	3	11	31	0.0	3	9	3	35	-2
CCCCc1ccc(N=N/C(C(=O)Nc2ccccc2OC)=C(/C)O)cc1	23	-4	-15	10	0.2	-3	2	0	1	-2
COc1cc(NC(=S)NC(=O)c2cc(C)cc(C)c2)ccc1NC(=O)c1cccs1	26	0	7	14	-0.4	0	-7	1	-3	12
COc1ccc(C)cc1NC(=O)NC1CCCCCCC1	-6	-6	-14	nt	nt	6	nt	0	nt	nt
CCN1C(=NCC(C)C)N[C@@H](CCc2ccccc2)[C@H](C(=O)NCC(C)C)[C@H]1C	17	-6	2	16	-0.6	-4	2	-2	1	1
C=CCn1c(C)cc(C(=O)CSc2nnc(NCc3ccccc3)s2)c1C	36	0	-18	-33	1.4	6	nt	-2	nt	1
CSc1nnc(C)c(=O)n1COC(=O)COc1ccc2ccccc2c1	21	2	-21	15	-0.2	3	1	0	1	-1
COc1cccc(C(=O)OCc2ccccc2C#N)c1O	23	-1	0	-25	1.1	-4	13	0	39	0
CCNS(=O)(=O)c1ccc(NC(=O)c2ccc(Cn3cc(Br)cn3)o2)cc1	15	-7	-10	5	-0.1	2	2	1	-2	-4
COc1cc(/C=C/[N+](=O)[O-])ccc1OC(=O)/C=C/c1ccc(F)cc1	-9	10	-26	-72	-13	-14	60	0	70*	0
CC(C)CC(=O)Nc1nc(=S)ss1	63	4	-22	-9	-0.2	4	0	0	7	-2
O=C(NNC1OC(CO)C(O)C(O)C1O)c1cccnc1 (stereo not drawn)	10	-4	-40	-8	0.5	-4	-5	-3	-16	-4
COc1ccc(C)cc1NC(=O)C(OC(=O)Cn1cnc2c1c(=O)n(C)c(=O)n2C)c1ccccc1 (stereo not drawn)	18	nt	nt	-5	-0.4	nt	-1	0	-7	-4
O=C(c1cc2cc(F)ccc2[nH]1)N1CCN(c2cccc(Cl)c2)CC1	4	0	-1	16	-0.1	9	-2	1	-2	-2
COCCCN=C1NN=C(c2cc(C)n(-c3ccccc3F)c2C)CS1	7	18*	-64	-21	-0.2	-1	-42	0	-48	-5
CC(C)NS(=O)(=O)c1ccc(CCC(=O)Nc2cc(Cl)ccc2Oc2ccccc2)cc1	0	4	-20	25	-0.5	2	12	1	40	2
COc1ccc(N2CCN(C(=O)/C(C#N)=C/c3ccccc3)CC2)cc1	18	0	-28	-8	0.9	-2	-3	-1	-5	2
COc1ccc(Br)cc1/C=N/Nc1cccc(C(=O)O)c1	37	4	-38	-76	0.6	-1	-9	2	-2	-3
CCC(=O)NC(Nc1c(C)n(C)n(-c2ccccc2)c1=O)C(Cl)(Cl)Cl (stereo not drawn)	14	5	-11	-7	-0.3	-4	-4	1	6	-1
SMILES	AI-2 QS modul	HSP90 refold inh	KLF5 inh	aSyn UTR inh	HIF act	IEC-6 tox	HSF1 inh	GSK3beta inhib	HSF1 activator	GSK3 alpha inh
CN1N=C(C(=O)N2CCCC(Nc3ccc(F)c(F)c3)C2)CCC1=O (stereo not drawn)	46	-2	-11	6	0.1	-6	-12	4	-1	0
CCOc1ccccc1N1CCN(C(=O)c2ccc(OCC(=O)N3CCOCC3)c(OC)c2)CC1	15	-2	-17	0	-0.7	1	1	3	1	-1
CCOC(OCC)c1cn(Cc2ccc3c(c2)C(=O)c2ccccc2C3=O)nn1	10	2	4	22	1.1	6	-4	-1	2	2
Cc1cc(N2CCOCC2)nc(C(C)C)n1	-3	2	1	10	0.3	4	-10	3	3	-3
CC(=O)C1=C(O)C(=O)N(c2ccc(S(N)(=O)=O)cc2)C1c1ccc([N+](=O)[O-])cc1 (stereo not drawn)	17	-1	-18	15	-0.2	-4	-1	1	0	nt
CC[C@H](C)[C@@H](NC(=O)O[C@@H]1C(=O)c2cc(Br)ccc2O[C@H]1c1cccc(OC)c1)C(=O)OC	nt	1	-3	nt	nt	2	nt	nt	nt	-1
COC(=O)c1ccc2ccccc2n1	13	nt	nt	-10	1.1	nt	5	-5	19	5
O=C(CN1CCOCC1)Nc1cc([N+](=O)[O-])ccc1Cl	9	-1	-4	-11	-0.6	4	-3	-1	21	-2
COc1cc(NC(=O)C(C)C)ccc1NC(=O)c1cc2ccccc2o1	11	2	-97	-166	1.5	2	30	3	49	0
Cc1onc(-c2c(Cl)cccc2Cl)c1C(=O)N=S(C)(=O)c1ccccc1 (stereo not drawn)	16	-4	9	-32	-0.8	-2	2	0	-1	1
COc1ccc2nc(NC(=O)c3ccc([N+](=O)[O-])o3)sc2c1	21	4	-42	-161	2.4	93*	100	-2	132*	9
Cc1[nH]c(C)c(S(=O)(=O)N2CCCCC2)c1C(=O)N1CCCCC1	16	-6	-21	-5	0.2	-7	-1	1	-4	0
CC1CCC(NC(=O)CCCn2sc3ccccc3c2=O)CC1 (stereo not drawn)	4	-3	-38	-32	0.4	-5	23	3	38	-1
Cc1cc(C(=O)OCC(=O)c2cccc([N+](=O)[O-])c2)c2cccc(C)c2n1	0	3	4	13	-0.2	2	10	2	5	-2
O=Cc1c(N2CCCCC2)nc2ccccn2c1=O	4	9	-28	-1	-0.2	-3	-4	-2	-4	-2
COc1ccccc1NC(=O)CCN1C(=O)C2C3CCC(C3)C2C1=O (stereo not drawn)	5	0	-33	-2	0.1	-2	21	0	33	0
CCCc1ccccc1OCCNC(=O)c1cc(=O)n(C)c(=O)n1C	41	3	-6	2	0.1	1	0	-1	-6	0
N#CCC(=O)Nn1c(=S)[nH]c2ccccc2c1=O	20	-2	-6	14	0.1	2	-40	1	-50	-2
O=C(NCCSc1ncc(-c2ccc(F)cc2)[nH]1)c1ccco1	8	nt	nt	-5	0.4	nt	0	-2	9	4
CCCC(=O)Nc1ccc(N2CCN(S(C)(=O)=O)CC2)cc1	i	-6	-16	-9	nt	4	nt	1	nt	1
CC(=O)Nc1ccc(NC(=O)c2sc3nc4n(c(=O)c3c2C)CCCCC4)cc1	11	-3	-2	76*	-1.6	1	2	1	4	0
Cc1cc(C)c2c(N)c(C(=O)N3CCCCCC3)sc2n1	8	-1	-11	13	0.1	-8	1	-1	11	-5
O=C(Nc1ccccc1)Nc1cc(Cl)cc(Cl)c1	42	4	-24	-21	1.1	6	7	3	16	-1
CCOC(=O)NC1(C(F)(F)F)NC(=O)N(c2cccc(C(F)(F)F)c2)C1=O (stereo not drawn)	9	-1	-12	-16	-0.2	-4	1	2	-2	2
O=C(O)c1nccnc1C(=O)N1CCN(c2ccccc2)CC1	31	1	-5	6	-1.1	-2	-9	3	1	6
SMILES	AI-2 QS modul	HSP90 refold inh	KLF5 inh	aSyn UTR inh	HIF act	IEC-6 tox	HSF1 inh	GSK3beta inhib	HSF1 activator	GSK3 alpha inh
COc1ccc(N=C2SC(C(N)=O)CC(=O)N2CCc2ccc(OC)c(OC)c2)cc1 (stereo not drawn)	11	-1	-8	1	-0.3	-7	2	-5	-5	-2
Cc1cccc(NC(=O)CSc2nnc(-c3ccccc3C)o2)c1	35	-2	-40	-94	2.0	10	19	0	?	nt
COc1ccc(C2C(C#N)=C(C)NC3=C2S(=O)(=O)c2ccccc23)cc1 (stereo not drawn)	13	-2	-6	43	0.5	-4	22	-1	35	-1
COc1ccc(/C=N/OCC(=O)N=Nc2c(O)[nH]c3ccc(Br)cc23)cc1	50	5	-38	-31	0.7	2	-1	3	-6	-1
O=C(CSc1nncn1-c1ccccc1)Nc1ccc(F)cc1F	12	-1	-6	-19	0.0	-2	-2	0	-18	1
CCc1ccc2oc(-c3ccc(NC(C)=O)cc3)nc2c1	-5	5	-86	-9	2.4	7	28	3	38	-2
Cc1ccc(NC(=O)NNC(=O)c2cc3ccccc3cc2O)cc1	13	-1	-22	5	0.1	-4	-1	0	6	-2
C=CCN1C(=O)CN=C1Nc1ccc(OC)cc1OC	19	-1	-64	-9	-0.9	-1	5	11	7	2
O=C(O)CN1C(=O)c2ccc(C(=O)c3ccccc3)cc2C1=O	22	-5	-51	5	0.7	4	-12	4	-10	-2
C[C@@H](CSc1ccccc1)CN1CC[C@H](NC(=O)OCc2ccccc2)CCC1=O	44	-2	-26	0	-3.4	-1	3	1	22	-1
Cc1ccc(NC(=O)c2ccc(C)cc2)cc1	12	nt	nt	-6	-0.8	nt	18	-1	50	-1
CCC(C)N(C(=O)c1csnn1)C(C(=O)NC1CCCC1)c1c(F)cccc1Cl (stereo not drawn)	6	-4	-15	2	-0.2	-1	-4	3	-4	-1
COc1ccccc1C(=O)NCCN1CCN(C(=O)c2ccccc2OC)CC1	30	0	-7	-3	-0.3	-4	-2	5	5	-2
Cc1cc(S(=O)(=O)NCCCn2ccnc2)c(C)cc1Cl	4	-1	-18	-7	-0.4	0	-2	0	-3	1
COc1ccc(CCn2c(=O)[nH]c3cc(C(=O)NCCN4CCOCC4)ccc3c2=O)cc1OC	5	2	-28	5	-0.3	5	4	0	14	-1
O=c1cc(CN2CCOCC2)c2cc(Cl)ccc2o1	15	1	0	3	0.6	-3	-9	1	0	0
O=C(COC(=O)c1ccc(F)cc1)NCCc1ccc(F)cc1	8	3	-15	-2	-0.2	3	-5	2	4	nt
COc1ccc(Br)cc1Cn1nnc(C(=O)Nc2ccc3c(c2)OCCO3)c1N	4	0	49	-24	0.9	9	-3	-4	-18	nt
Fc1ccc(NC(=S)N2CCCN(c3ccc(C(F)(F)F)cn3)CC2)c(F)c1	10	5	-8	10	-0.2	-6	11	-2	17	2
COc1ccc(NS(=O)(=O)c2ccc(C)c(C(=O)N(C)Cc3ccc(C)cc3)c2)cc1	25	nt	nt	5	-24	nt	4	3	12	-2
CCC(c1nnnn1Cc1ccco1)N(CCc1ccccc1)Cc1cc2cccc(C)c2[nH]c1=O (stereo not drawn)	6	3	-55	14	-0.4	4	34	0	?	1
COc1ccccc1Nc1cc(C(=O)NCCCN2CCOCC2)c2ccccc2n1	10	3	-8	-11	-0.2	3	-3	-1	3	0
COC(=O)Cc1cc(=O)[nH]c(/N=C(\N)Nc2ccccc2C)n1	11	-1	-29	15	-0.2	2	nt	-2	nt	1
